Assay outcomes as filed in PubChem BioAssay.
GPR151 activ: activators of human GPR151, primary screen, cell-based, PathHunter beta-arrestin, luminescence | PathHunter beta-arrestin GPR151 cells | G-protein coupled receptor 151 (Homo sapiens), Q8TDV0 | activation, % at 11.2 µM | AID 1508602, 2020 | hit rate 1% among 650,000; in the data active means activation above about 4.9%;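 further: 0% = median of compound wells and 100% = cells with positive control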
Target sequence (Q8TDV0 whole entry, looked up): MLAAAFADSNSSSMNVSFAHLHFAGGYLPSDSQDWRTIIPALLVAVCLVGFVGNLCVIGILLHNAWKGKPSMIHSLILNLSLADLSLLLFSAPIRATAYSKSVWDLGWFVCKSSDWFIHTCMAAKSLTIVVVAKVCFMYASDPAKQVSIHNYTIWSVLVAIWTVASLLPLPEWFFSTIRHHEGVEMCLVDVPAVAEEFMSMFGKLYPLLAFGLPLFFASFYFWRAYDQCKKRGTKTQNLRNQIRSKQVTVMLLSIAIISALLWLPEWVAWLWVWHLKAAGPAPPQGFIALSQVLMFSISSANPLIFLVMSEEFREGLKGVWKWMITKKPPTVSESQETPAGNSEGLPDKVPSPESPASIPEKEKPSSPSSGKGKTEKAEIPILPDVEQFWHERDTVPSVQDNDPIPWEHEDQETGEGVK
FBW7 activator: FBW7 E3 ligase activators, primary screen, biochemical, AlphaScreen, human | normalized activity (activation), % at 26.1 µM | F-box/WD repeat-containing protein 7 (Homo sapiens), Q969H0 | AlphaScreen FBW7–phospho-cyclin E peptide binding, activator screen | hit rate 0.13% among 650,000; in the data active means normalized activity above about 1.9%;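 further: purified mutant Fbw7 with reduced substrate affinity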
MITF inh: MITF inhibitors, primary screen, biochemical, AlphaScreen, human; AlphaScreen MITF homodimerization, bead proximity signal; inhibition, % at 2.6 µM; hit rate 0.91% among 650,000; in the data active means inhibition above about 50%;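 further: 0% = vehicle wells with protein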
Target sequence (O75030 whole entry, looked up): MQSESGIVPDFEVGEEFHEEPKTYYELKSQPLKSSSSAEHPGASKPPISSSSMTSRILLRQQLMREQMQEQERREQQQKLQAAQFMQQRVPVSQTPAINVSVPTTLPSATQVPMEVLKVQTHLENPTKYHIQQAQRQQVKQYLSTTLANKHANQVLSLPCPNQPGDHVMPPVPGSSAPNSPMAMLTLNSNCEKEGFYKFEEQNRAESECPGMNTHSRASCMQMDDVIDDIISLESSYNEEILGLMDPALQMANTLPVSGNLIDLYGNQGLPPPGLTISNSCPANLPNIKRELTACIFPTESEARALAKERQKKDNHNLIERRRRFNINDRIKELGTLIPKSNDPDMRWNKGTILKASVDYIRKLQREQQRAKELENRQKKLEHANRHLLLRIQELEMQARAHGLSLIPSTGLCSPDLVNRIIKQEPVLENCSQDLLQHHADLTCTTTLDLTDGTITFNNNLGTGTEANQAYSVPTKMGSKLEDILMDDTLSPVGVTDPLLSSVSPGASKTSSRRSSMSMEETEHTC
TEAD-YAP inh: TEAD-YAP interaction inhibition, primary screen, TEAD-YAP interaction inhibitor project, luminescence, HEK-TIYL cells; TEAD-Gal4/YAP UAS-luciferase luminescence; inhibition, % at 9.12 µM; hit rate 1.4% among 640,000; in the data active means inhibition above about 32%;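 further: 0% = median of test compound wells and 100% = reference inhibitor wells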
Starred values were filed as active, the others as inactive; x = not tested or not shown.

SMILES | GPR151 activ | FBW7 activator | MITF inh | TEAD-YAP inh
O=C(NCCOc1ccccc1)c1cccc(Nc2cnccn2)n1 | 0.2 | -0.2 | 4 | -30
Cc1nc2c(c(N3CCCC3)n1)CN(C(=O)c1cccs1)CC2 | 0.0 | 0.7 | 11 | -6
Cc1cc(=O)nc2c3ccccc3n(C(C)C(=O)Nc3ccc(Br)cc3F)n12 (stereo not drawn) | 2.3 | 0.1 | 8 | 3
CC1CCCN(C(=O)C2CC(=O)c3sc(NC(=O)C4CCC4)nc3C2)C1 (stereo not drawn) | -1.4 | 0.0 | -3 | 0
CNc1nc2c(c(=O)n(C)c(=O)n2C)n1Cc1ccc(Cl)cc1 | -0.6 | -0.1 | -4 | 9
CCCC(=O)NC(C(=O)OCC)(N1CCCCC1)C(F)(F)F (stereo not drawn) | -0.5 | -0.1 | 4 | 1
CC1CN(CC(=O)NCCn2cccn2)Cc2ccccc2O1 (stereo not drawn) | -1.2 | 0.0 | -4 | 6
O=C(Nc1c[nH]c2ccccc12)N1CCN(c2ccc(F)cc2)CC1 | -1.5 | -0.3 | -6 | 3
Cc1ccc(CNS(=O)(=O)c2ccc(F)c(C(=O)Nc3c(F)cc(F)cc3Br)c2)cc1 | -0.5 | 0.0 | -2 | -2
N/C(Cc1ccc([N+](=O)[O-])cc1)=N\OC(=O)c1ccc2c(c1)OCO2 | -0.2 | 0.0 | 6 | 17
Cc1ccccc1C(=O)Nc1ccnn1C1CCN(S(=O)(=O)N(C)C)CC1 | -1.3 | 0.0 | 3 | 10
O=C(Nc1nnc(-c2ccc3c(c2)OCO3)s1)c1ccc(Cl)cc1 | 0.5 | 0.0 | 0 | 1
O=C(O)c1ccc(Nc2nc(-c3ccc(O)c(O)c3)cs2)cc1 | -2.1 | 0.2 | 92* | -4
CS(=O)(=O)N(CC(O)CON=C1c2ccccc2-c2ccccc21)c1ccc(F)cc1 (stereo not drawn) | 0.2 | 0.7 | 4 | -2
O=C(NCc1nccs1)C1CC(CCc2ccccc2)=NO1 (stereo not drawn) | -0.8 | 0.1 | -8 | -2
COc1cc(NC(=O)c2cccc(-n3cc(NC(=O)Nc4ccccc4Cl)cn3)c2)ccc1N1CCOCC1 | 0.6 | 0.2 | -5 | 16
CCC(Sc1nc2ccc(Br)cc2c2nc3ccccc3n12)C(=O)Nc1ccc2c(c1)OCO2 (stereo not drawn) | 0.3 | 0.2 | 4 | -7
CCN(CCO)Cc1ccc(C(=O)NC23CC4CC(CC(C4)C2)C3)c(=O)[nH]1 | -1.0 | 0.0 | -3 | -6
O=[N+]([O-])c1ccc(S(=O)(=O)N2CCNCC2)cc1 | 1.8 | 0.1 | 2 | 6
CC(C)(C)n1nnnc1C(c1cccc(C#N)c1)N1CCOCC1 (stereo not drawn) | 0.5 | 0.2 | -1 | 6
COc1ccc(OC)c(/C=C2\N=C(c3cccs3)OC2=O)c1 | -0.4 | -0.1 | 13 | -1
Clc1ccc(CN2CCN(c3ncccn3)CC2)cc1 | -0.6 | 0.0 | 28 | 3
C=CC(C1=CC(=O)C=CC1=O)c1ccccc1 (stereo not drawn) | -3.5 | 0.4 | -12 | -9
O=C(NCCOc1ccccc1Cl)c1ccc2c3c(cccc13)CC2 | -0.9 | 0.5 | 7 | -30
COc1ccc(C2/C(=C(/O)c3ccc(Cl)cc3)C(=O)C(=O)N2CC(C)C)cc1OC (stereo not drawn) | 2.2 | -0.1 | 9 | 0
Cc1nn(C(=O)c2ccccc2)c(C)c1Sc1ccccc1 | -1.6 | 0.5 | 2 | 9
CC1CCc2c(sc(/N=C/c3cccnc3)c2C#N)C1 (stereo not drawn) | 0.0 | 0.0 | -26 | -10
CCOC(=O)C1=C(C)N(Cc2ccccc2)C(=O)NC1c1cccc([N+](=O)[O-])c1 (stereo not drawn) | -0.1 | 0.0 | 9 | -10
COc1ccc(Br)cc1/C=C1/SC(=Nc2ccccc2)N(C2CCCC2)C1=O | 0.4 | -0.1 | 3 | -8
O=C(C1=NN(c2ccccc2)C(=O)CC1)N1CCCCCC1 | 1.6 | 0.0 | -2 | -3
CCOC(=O)c1c(C)[nH]c(C(=O)COC(=O)/C=C/c2ccc(OCC#N)c(OC)c2)c1C | -1.5 | 0.1 | 4 | 11
CCOC(=O)C1CCCN(C2=NC(=O)/C(=C/c3ccc(O)c(OCC)c3)S2)C1 (stereo not drawn) | 1.9 | 0.2 | 17 | 2
Cc1cccc2nc(CSc3cccc4cccnc34)cn12 | 1.9 | -0.1 | 4 | -41
CCOC(=O)CNc1ccc(I)cc1C | -1.0 | 0.0 | -2 | -1
CC(=O)Nc1ccc(S(=O)(=O)Nc2nccc(/C=C/c3ccccc3F)n2)cc1 | 3.5 | 0.8 | 16 | -8
O=C1CC2(CCN(C(=O)c3c(F)cccc3F)CC2)Oc2ccccc21 | 0.5 | -0.1 | 4 | 3
COc1ccccc1Oc1ccc(C(F)(F)F)cc1NC(=O)Cn1nc([N+](=O)[O-])cc1C | 0.9 | 0.2 | 8 | 23
CC(C)CC1CCCC(CC(C)C)N1CCO (stereo not drawn) | 1.7 | -0.1 | -8 | 6
CC(C)NC(=O)Cn1cc(C(=O)c2cccs2)c2ccccc21 | 0.1 | 0.1 | 12 | 5
Cc1cccc(-c2nnc(NC(=O)c3cccc(F)c3)s2)c1 | -0.3 | -0.1 | -9 | 4
C=CCNC(=O)CCCc1nnc2n(C)c(=O)c3sccc3n12 | 0.0 | 0.2 | 10 | 3
CC1=NOC(c2ccccc2Cl)C1C(=O)N1CCOCC1 (stereo not drawn) | -0.8 | -0.3 | -19 | -7
COc1ccc(Cc2nnc(N/N=C(\C)c3ccccc3)[nH]c2=O)cc1OC | 0.5 | -0.5 | 13 | -16
COc1ccc(Cc2nnc3n2N(C(C)=O)C(c2ccccc2)=C(C(C)=O)S3)cc1 | 0.1 | -0.1 | 1 | 20
NC(=O)c1ccc(-c2nc(Nc3ccc(N4CCOCC4)cc3)c3ncn(Cc4ccc(C(F)(F)F)cc4)c3n2)cc1 | 0.5 | -0.1 | -6 | 6
COc1ccc(OC)c(-c2cc(Cl)c3c(c2)CC(CNC(=O)c2c(C)noc2C)O3)c1 (stereo not drawn) | 0.5 | -0.1 | -17 | -13
CCN(Cc1ccncc1)S(=O)(=O)c1ccc(Cl)cc1 | -1.2 | -0.2 | -5 | -3
O=C(CN1C2=NCCN2c2ccccc21)c1ccc2c(c1)OCO2 | 0.5 | 0.2 | -2 | 0
Nc1nc(=S)c2ncn(C3OC(CO)C(O)C3O)c2[nH]1 (stereo not drawn) | 1.8 | 0.1 | 8 | x
Cc1ccc(NC(=O)COC(=O)C(CC(C)C)N2C(=O)C3CC=CCC3C2=O)c(C)c1 (stereo not drawn) | 0.8 | 0.2 | 10 | 4
CSc1ccc(-c2nc(CSCC(=O)NC3CCCC3)c(C)o2)cc1 | -0.1 | 0.6 | 13 | 15
CCOc1ccc(-n2c(-c3ccc(Br)cc3)nc3c(cnn3-c3ccccc3)c2=O)cc1 | 0.6 | 0.0 | -6 | 2
O=C1N(c2ccc3c(c2)OCO3)C(c2ccc(F)cc2)C1(F)F (stereo not drawn) | 0.6 | 0.0 | -3 | -2
CC(C)c1ccc([N+](=O)[O-])cc1S(=O)(=O)N1CCN(c2ccccc2)CC1 | 0.1 | -0.1 | 1 | 3
O=c1[nH]c(/C=C/c2cccc([N+](=O)[O-])c2)nc2ccccc12 | 0.2 | 0.1 | -5 | -8
Cc1cc(C(=O)N/N=C\c2ccc(O)cc2)c(C)o1 | -7.7 | -0.1 | -10 | -28
CCOC(=O)c1nc(N)c(=O)n(-c2ccc(Cl)cc2)n1 | 0.9 | 0.3 | -3 | 5
COC(=O)COc1ccc2oc(-c3ccc(OC)cc3)cc(=O)c2c1 | -1.1 | 0.4 | 5 | -2
CC[C@@H](C)[C@H](NS(=O)(=O)c1ccccc1)C(=O)O | -0.2 | 0.3 | 6 | -3
Cc1ccsc1/C=C1\SC(=S)N(C)C1=O | -0.4 | 0.0 | -11 | -7

The list continues:
SMILES | GPR151 activ | FBW7 activator | MITF inh | TEAD-YAP inh
Cc1ccc(C2(C)NC(=O)N(CC(=O)c3ccc(Br)s3)C2=O)cc1 (stereo not drawn) | 1.1 | -0.1 | 16 | 16
Cc1ccn2c(NC(=O)c3ccc(Cl)cc3)c(-c3ccccc3)nc2c1 | -1.0 | 0.0 | 2 | -4
CCOc1ccccc1C1C(C(=O)OC)=C(C)Nc2nnnn21 (stereo not drawn) | -1.4 | 0.3 | -10 | 3
COc1ccc(C)cc1NC(=O)c1ccoc1C | 0.5 | -0.1 | -6 | 1
CCN(c1cccc(C)c1)S(=O)(=O)c1ccc2[nH]cc(C(=O)NCc3ccccc3)c(=O)c2c1 | 0.5 | 0.5 | 16 | -3
O=C(Nc1cccc(C(F)(F)F)c1)c1nccnc1CO | -1.3 | 0.1 | 5 | 1
CN(C)c1nc(NC(C)(C)C)nc(Oc2ccc(=O)[nH]n2)n1 | 2.3 | 0.3 | -8 | 1
O=C(N/N=C/c1ccncc1)c1cccs1 | -1.9 | 0.0 | 2 | -51
O=C(CCNS(=O)(=O)c1ccc(Br)s1)NCc1ccc(F)cc1 | 0.0 | 0.2 | 8 | 11
CCCSC1=C(C#N)C(c2ccc3c(c2)OCO3)CC(=O)N1 (stereo not drawn) | -1.4 | 0.0 | 1 | -6
CCN(CC)C(=O)C(=O)Nc1cccc(Cl)c1Cl | 0.9 | 0.8 | -3 | -19
O=C(/C=C/c1c(Cl)cccc1Cl)NCc1ccco1 | -0.1 | 0.2 | 19 | -15
CCOC(CNC(=O)c1cnn2c(C)c(Cc3ccccc3F)c(C)nc12)OCC | 1.5 | -0.1 | 13 | 13
CC(C)c1ccc(Nc2ncnc3c2c(-c2ccccc2)cn3-c2ccc(Cl)cc2)cc1 | 1.1 | 0.2 | 14 | 8
O=C(Oc1cccc(N2C(=O)C3C4C=CC(C5CC45)C3C2=O)c1)c1ccc(Cl)cc1 (stereo not drawn) | -2.6 | 0.1 | 2 | 3
NC(=O)c1ccc(-c2nc(NCCN3CCOCC3)c3ncn(Cc4ccc(C(F)(F)F)cc4)c3n2)cc1 | -0.3 | -0.1 | 1 | 9
O=C(Nc1ccc(-n2cccn2)cc1)C1CC12CCN(C(=O)CSc1ccncc1)CC2 (stereo not drawn) | 2.9 | -0.1 | -3 | 10
COC(=O)CSc1nc2c(c(=O)[nH]c(=O)n2C)n1Cc1cccc(C)c1 | -1.0 | 0.3 | 1 | 3
COC(=O)Nc1nc(-c2cc(Cl)ccc2Cl)cs1 | -0.4 | 0.1 | 0 | 11
Cc1ccc2c(c1)NC(=O)C(N1CCOCC1)(C(F)(F)F)O2 (stereo not drawn) | -0.3 | 0.1 | 59* | 1
CCn1c(SCC(=O)N2CCc3ccccc32)nnc1C1CC1 | 2.6 | 1.4 | 9 | 2
Cc1ccc(NC(=O)CN(Cc2ccccc2)S(=O)(=O)c2ccc(Br)cc2)cc1 | 1.0 | -0.2 | 2 | 2
CCN1CCCC1CNC(=O)Cc1c(C(=O)O)n(C)c2ccccc12 (stereo not drawn) | -0.8 | 0.1 | -4 | -1
Cc1nn(-c2ccc(Cl)cc2)c2sc(C(=O)c3c(N)n(C)c(=O)n(C)c3=O)cc12 | -0.3 | -0.1 | -6 | 1
CC(NC(=O)c1cc(S(=O)(=O)N2CCOCC2)cn1C)c1ccc2c(c1)OCCO2 (stereo not drawn) | 1.7 | 0.2 | 8 | 0
COc1ccc(OC)c(CNC(=O)c2c[nH]c3cc(-c4cn[nH]c4)ccc23)c1 | -1.3 | -0.1 | 6 | -6

In another format: results already given
Fields: GPR151 activ | FBW7 activator | MITF inh | TEAD-YAP inh
CC(C)c1ccc(Nc2ncnc3c2c(-c2ccccc2)cn3-c2ccc(Cl)cc2)cc1
→ 1.1 | 0.2 | 14 | 8
O=C(Oc1cccc(N2C(=O)C3C4C=CC(C5CC45)C3C2=O)c1)c1ccc(Cl)cc1 (stereo not drawn)
→ -2.6 | 0.1 | 2 | 3
NC(=O)c1ccc(-c2nc(NCCN3CCOCC3)c3ncn(Cc4ccc(C(F)(F)F)cc4)c3n2)cc1
→ -0.3 | -0.1 | 1 | 9
O=C(Nc1ccc(-n2cccn2)cc1)C1CC12CCN(C(=O)CSc1ccncc1)CC2 (stereo not drawn)
→ 2.9 | -0.1 | -3 | 10
COC(=O)CSc1nc2c(c(=O)[nH]c(=O)n2C)n1Cc1cccc(C)c1
→ -1.0 | 0.3 | 1 | 3
COC(=O)Nc1nc(-c2cc(Cl)ccc2Cl)cs1
→ -0.4 | 0.1 | 0 | 11
Cc1ccc2c(c1)NC(=O)C(N1CCOCC1)(C(F)(F)F)O2 (stereo not drawn)
→ -0.3 | 0.1 | 59* | 1
CCn1c(SCC(=O)N2CCc3ccccc32)nnc1C1CC1
→ 2.6 | 1.4 | 9 | 2
Cc1ccc(NC(=O)CN(Cc2ccccc2)S(=O)(=O)c2ccc(Br)cc2)cc1
→ 1.0 | -0.2 | 2 | 2
CCN1CCCC1CNC(=O)Cc1c(C(=O)O)n(C)c2ccccc12 (stereo not drawn)
→ -0.8 | 0.1 | -4 | -1
Cc1nn(-c2ccc(Cl)cc2)c2sc(C(=O)c3c(N)n(C)c(=O)n(C)c3=O)cc12
→ -0.3 | -0.1 | -6 | 1
CC(NC(=O)c1cc(S(=O)(=O)N2CCOCC2)cn1C)c1ccc2c(c1)OCCO2 (stereo not drawn)
→ 1.7 | 0.2 | 8 | 0
COc1ccc(OC)c(CNC(=O)c2c[nH]c3cc(-c4cn[nH]c4)ccc23)c1
→ -1.3 | -0.1 | 6 | -6
